Assay outcomes: PubChem, National Center for Advancing Translational Sciences (NCATS)
WRN helicase inh = qHTS for Inhibitors of WRN Helicase. 360,000 tested, 0.46% active. Potency, µM (titrated, usually from 114 µM), for inactives: at the highest dose activity change, negative = inhibition, actives largely listed as inhibitors. AID 651768, 2012. WRN helicase unwinding, fluorescent forked duplex, kinetic; also: potency is read from the fitted curve at half-maximal effect; % is scaled to controls: 0 for no effect and ±100 for the full control effect; nearly all actives have a fitted effect of over 55% in size
Target sequence (Q14191 whole entry, looked up): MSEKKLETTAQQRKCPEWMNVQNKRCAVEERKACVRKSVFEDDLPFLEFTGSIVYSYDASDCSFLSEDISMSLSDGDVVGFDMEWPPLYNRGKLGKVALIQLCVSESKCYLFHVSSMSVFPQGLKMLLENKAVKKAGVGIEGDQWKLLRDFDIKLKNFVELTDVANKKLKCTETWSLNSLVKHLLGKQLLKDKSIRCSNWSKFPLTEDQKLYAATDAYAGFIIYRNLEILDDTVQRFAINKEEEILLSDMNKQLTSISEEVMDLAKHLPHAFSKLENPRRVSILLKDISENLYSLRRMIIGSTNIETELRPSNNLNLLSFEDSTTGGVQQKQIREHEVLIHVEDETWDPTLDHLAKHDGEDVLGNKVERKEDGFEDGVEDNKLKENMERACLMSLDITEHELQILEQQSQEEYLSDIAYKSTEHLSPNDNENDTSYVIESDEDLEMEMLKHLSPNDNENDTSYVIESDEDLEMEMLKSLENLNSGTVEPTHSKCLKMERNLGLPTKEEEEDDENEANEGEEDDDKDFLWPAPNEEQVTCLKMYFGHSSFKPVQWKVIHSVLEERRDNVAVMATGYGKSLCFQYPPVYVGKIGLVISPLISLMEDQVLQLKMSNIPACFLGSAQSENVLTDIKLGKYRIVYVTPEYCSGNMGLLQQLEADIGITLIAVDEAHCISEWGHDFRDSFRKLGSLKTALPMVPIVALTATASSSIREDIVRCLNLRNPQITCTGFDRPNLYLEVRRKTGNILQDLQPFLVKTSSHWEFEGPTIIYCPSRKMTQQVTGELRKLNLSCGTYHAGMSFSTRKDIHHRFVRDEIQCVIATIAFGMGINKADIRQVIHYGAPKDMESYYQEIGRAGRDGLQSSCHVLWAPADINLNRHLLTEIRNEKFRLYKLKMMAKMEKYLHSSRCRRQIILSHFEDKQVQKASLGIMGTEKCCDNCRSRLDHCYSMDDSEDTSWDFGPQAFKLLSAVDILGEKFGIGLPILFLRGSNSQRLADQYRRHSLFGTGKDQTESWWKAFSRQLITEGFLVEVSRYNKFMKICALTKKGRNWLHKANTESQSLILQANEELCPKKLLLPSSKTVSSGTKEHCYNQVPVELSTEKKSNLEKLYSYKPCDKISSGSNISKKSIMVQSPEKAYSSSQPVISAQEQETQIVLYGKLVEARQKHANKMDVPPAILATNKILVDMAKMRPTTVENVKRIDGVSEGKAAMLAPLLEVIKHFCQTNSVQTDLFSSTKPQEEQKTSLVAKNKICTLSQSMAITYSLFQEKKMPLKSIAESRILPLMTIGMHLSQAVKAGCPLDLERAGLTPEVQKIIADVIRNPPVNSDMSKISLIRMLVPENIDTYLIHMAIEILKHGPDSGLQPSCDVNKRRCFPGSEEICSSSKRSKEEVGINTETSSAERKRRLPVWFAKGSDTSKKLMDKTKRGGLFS
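Screening of the MLSMR collection measured strand separation of a quenched forked DNA duplex (100 nM) by 20 nM WRN with 2 mM ATP, all final. Compounds were preincubated with enzyme 15 min at room temperature.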
FUS suppressor = qHTS for Suppressors of FUS Proteinopathy: Primary screen using FUS-linked yeast assay; Potency, µM (top dose mostly 76.6 µM), for the others: top-dose growth rescue (activation), most hits filed as activators; AID 1347120, 2019; S. cerevisiae FUS-expressing, growth rescue, OD600, 24 h; 390,000 tested, 0.24% active;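 also: potency is read from the fitted curve at half-maximal effect; plate controls were DMSO vehicle for no effect and reference control for full effect; nearly all actives have a fitted effect of over 55% in size; some results filed as inactive show a strong effect at the top dose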
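Read-out: OD at 600 nm after 24hr at 30C, reporting rescue of FUS-induced yeast toxicity. Cells at OD 0.005 in galactose (2%) minimal medium; compounds tested in a dilution series; CP55940 titration from 92uM final as control.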
EPAC1 antag = qHTS for Antagonist of cAMP-regulated guanine nucleotide exchange factor 3 (EPAC1): primary screen. 360,000 tested, 0.14% active. AID 720709, 2013. Rap guanine nucleotide exchange factor 3 (Homo sapiens), O95398. EPAC1 GEF assay, Rap1b-BODIPY-GDP exchange fluorescence. Potency, µM (top dose mostly 115 µM), inactives show at the highest dose activity change, negative = inhibition, hits mostly inhibitors;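 also: potency is read from the fitted curve at half-maximal effect; plate controls were vehicle for no effect and positive control for full effect; nearly all actives have a fitted effect of over 50% in size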
EPAC1 agonist = qHTS for Agonist of cAMP-regulated guanine nucleotide exchange factor 3 (EPAC1): primary screen; 360,000 tested, 0.073% active; Potency, µM (highest dose often 154 µM), inactives show at the highest dose activation, usual class: activators; AID 720707, 2013; EPAC1 agonist qHTS, biochemical assay; response scale: 100% = response to 6.5 mM cAMP; also: potency is read from the fitted curve at half-maximal effect; nearly all actives have a fitted effect of over 60% in size
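Nucleotide exchange assay: 100 nM EPAC1 with 250 nM Rap1B loaded with BODIPY-GDP and 50 uM GDP, room temperature. Fluorescence (480/540 nm) read every 5 min for 30 min; signal change normalized to 6.5 mM cAMP as full agonist.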
PLK1 PBD inh = qHTS for Inhibitors of PLK1-PDB (polo-like kinase 1 - polo-box domain): Primary Screen. Serine/threonine-protein kinase PLK1 (Homo sapiens), P53350. Plk1 PBD binding of FITC phosphopeptide, fluorescence polarization. Potency, µM, for inactives: max response, negative = inhibition, usual class: inhibitors. 360,000 tested, 2.8% active. AID 720504, 2013; also: potency is read from the fitted curve at half-maximal effect; series mostly up to about 57 µM; % is scaled to controls: 0 for no effect and ±100 for the full control effect; nearly all actives have a fitted effect of over 65% in size
PI5P4Ka inh = qHTS for Inhibitors of phosphatidylinositol 5-phosphate 4-kinase (PI5P4K) | Phosphatidylinositol 5-phosphate 4-kinase type-2 alpha (Homo sapiens), P48426 | PI5P4Kalpha enzyme, ADP-Glo luminescence, 60 min; active compounds read low | max response, % | 330,000 tested, 1.2% active | AID 652105, 2013; active = max response of -50% or lower; inconclusive = between -30% and -50%; inactive = -30% or higher; also: value at the top dose of about 77 µM; % is scaled to controls: 0 for no effect and ±100 for the full control effect
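Quantitative HTS of the MLSMR library against PI5P4Kalpha with substrate. ATP added last at 5 microM final; room temperature, 60 minutes. Remaining ATP depleted, ADP converted and read as luminescence.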
Abeta rescue = qHTS for compounds that reverse cellular toxicity of Amyloid beta (A-beta) peptide in yeast: Primary Screen; Potency, µM (titrated, usually from 46.1 µM), for inactives: at the top dose growth rescue, hits mostly activators; yeast expressing A-beta42, growth rescue, OD600, 48 h; response scale: 0% DMSO, 100% iron-clioquinol control; 410,000 tested, 0.063% active; also: potency is read from the fitted curve at half-maximal effect; nearly all actives have a fitted effect of over 55% in size
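Yeast A-beta toxicity model in growth medium with pinned compounds, 48 h at 30 C; growth read as absorbance at 600 nm. Normalized to FeCl3/clioquinol equimolar mix (positive) and DMSO (negative).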
IL2 activator = qHTS of IL-2 Activators; IL-2 activation reporter assay, cell-based qHTS; stimulated with anti-CD3/CD4/CD28 beads; in transgenic mouse T cells; activation, % (series mostly up to about 46 µM); 360,000 tested, 0.065% active; AID 652025, 2013; in the data active = activation above about 50%; inconclusive = mostly about 30% to 49%; also: 0% is about no effect
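Readout is EGFP and DsRed signal by fluorescent plate cytometry after 18 h at 37 degrees C. Transgenic mouse T cells (750/well) received compound for 60 min before bead stimulation (anti-CD3, anti-CD4, anti-CD28); memory T cells served as non-tolerant control.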
* hit, by the source's call; ? = inconclusive; / = not tested or not shown; & = joins results of further samples; [ ] = dose if it differs, or a comment. Unless noted, calls follow the shape of the dose curve; as a rule, active = well fitted curve in the direction sought with a large enough effect; inconclusive = small, poorly fitted or top-dose-only effect, or another doubt; inactive = no such curve, though single readings can be large; an effect the other way counts as inactive or inconclusive.

#1 Cc1ccc(OCc2nnc(SCC(=O)NCc3ccco3)n2C)cc1
#2 O=C(CCC(=O)c1cccs1)NNC(=O)c1ccccc1Cl
#3 COc1cc(/C=C2/C(=N)N3N=C(CC(=O)N4CCOCC4)SC3=NC2=O)ccc1OCc1ccccc1F
#4 Cc1ccc(NC(=O)Nc2ccno2)cc1
#5 Fc1cnc(N2CCOCC2)nc1NCc1ccccc1

assay / compound	1	2	3	4	5
WRN helicase inh	3%	-7%	-22%	4%	7%
FUS suppressor	4%	-8%	34%	2%	15%
EPAC1 antag	15%	-4%	-5%	-7%	-7%
EPAC1 agonist	2%	11%	19%	5%	3%
PLK1 PBD inh	-27%	-6%	?	-17%	-14%
PI5P4Ka inh	-8	5	?	0	/
Abeta rescue	-9%	-10%	0%	2%	-1%
IL2 activator	-1.2	-0.7	0.5	2.3	2.2

#6 CC(C)c1ccc(NC2CCCN(C(=O)c3ccc(Cn4cnnn4)cc3)C2)cc1 (stereo not drawn)
#7 CCCN(C(=O)c1cccs1)c1c(N)n(Cc2ccccc2)c(=O)[nH]c1=O
#8 C=CCn1c(SCC(=O)NCC)nc2sc3c(c2c1=O)CCC3
#9 CC(C)C(=O)N1CCN(CCN=CC2=C(O)CC(c3ccco3)CC2=O)CC1 (stereo not drawn)
#10 Cc1ccc(NC(=O)NCCN2C(=O)C3C4C=CC(C4)C3C2=O)cc1 (stereo not drawn)

assay / compound	6	7	8	9	10
WRN helicase inh	6%	-6%	6%	-1%&-8%	-3%
FUS suppressor	24%	-4%	25%	29%	-15%
EPAC1 antag	-15%	-14%	-18%	-10%&-4%	-7%
EPAC1 agonist	-2%	-8%	5%	-4%&4%	3%
PLK1 PBD inh	?	3%	-9%	0%&-16%	-3%
PI5P4Ka inh	2	3	4	11&1	1
Abeta rescue	6%	7%	-16%	-12%&1%	10%
IL2 activator	-2.0	0.4	0.3	-1.7&-1.9	-2.0

#11 Cn1cc(S(=O)(=O)N2CCOCC2)cc1C(=O)NCCc1ccccc1
#12 O=C(CSc1nc2ccccc2o1)N1c2ccccc2Sc2ccc(Cl)cc21
#13 COC(=O)c1ccccc1NC(=O)N1CCN(Cc2ccco2)CC1
#14 COCCn1nnnc1CN1CCC(Cc2ccccc2)CC1
#15 COc1cccc(OC)c1C(=O)Nc1ccc(C(=O)c2ccncc2)cc1

assay / compound	11	12	13	14	15
WRN helicase inh	8%	-9%	-2%	-3%	1%
FUS suppressor	-20%	16%	-22%	-4%	0%
EPAC1 antag	-8%	-18%	-3%	-6%	8%
EPAC1 agonist	18%	11%	2%	8%	2%
PLK1 PBD inh	-18%	2%	3%	1%	1%
PI5P4Ka inh	-5	/	5	/	-6
Abeta rescue	-8%	-9%	-2%	3%	-5%
IL2 activator	-2.6	0.6	-2.0	-1.4	-3.8

#16 COc1ccccc1N1CCN(C(=O)c2cccc(N3C(=O)NC4CC3(C)Oc3c(OC)cccc34)c2)CC1 (stereo not drawn)
#17 CC1CCCN(S(=O)(=O)c2ccc(NC(=O)C3CCN(C(=O)C(C)(C)C)CC3)cc2)C1 (stereo not drawn)
#18 O=C1OC[C@H]2CCCN2C(=O)[C@@H](CC(=O)N(CCO)Cc2ccccc2)C/C=C\CC[C@H]1Cc1ccc(F)cc1
#19 Cc1ccc2c(c1)N(CCC(=O)NCCN1CCOCC1)C(=O)CO2
#20 NS(=O)(=O)c1ccc(NC(=O)c2c(Cl)cccc2Cl)cc1

assay / compound	16	17	18	19	20
WRN helicase inh	4%	-4%	10%	6%	-32%
FUS suppressor	30%	33%	27%	-15%	19%
EPAC1 antag	-4%	-16%	-8%	3%	?
EPAC1 agonist	-4%	1%	0%	-6%	12%
PLK1 PBD inh	4%	0%	5%	2%	21µM*
PI5P4Ka inh	3	6	-2	-1	?
Abeta rescue	/	-6%	0%	11%	-17%
IL2 activator	3.4	0.5	-0.4	-0.9	0.1

#21 O=C(CCCN1C(=O)[C@H]2CC=CC[C@H]2C1=O)NCc1nc(-c2ccc(Cl)cc2)no1
#22 C[C@]12c3[nH]c4ccccc4c3CCN1C(=O)C(CC(=O)NCC13CC4CC(CC(C4)C1)C3)C[C@@H]2C(=O)N1CCOCC1 (stereo partly drawn)
#23 Cc1noc(C)c1S(=O)(=O)Nc1ccc2c(c1)C(=O)N([C@H](C)CO)C[C@H](C)[C@@H](CN(C)C(=O)CCCN(C)C)OCCCC[C@@H](C)O2
#24 Cc1cc(O)c(C(C[N+](=O)[O-])c2ccc(Cl)cc2)c(=O)o1 (stereo not drawn)
#25 O=C(CN1C(=O)CCS(=O)(=O)c2ccccc21)Nc1ccc2c(c1)OCCO2

assay / compound	21	22	23	24	25
WRN helicase inh	-2%	-2%	6%	-9%	4%
FUS suppressor	25%	?	11%	37%	-3%
EPAC1 antag	-7%	-5%	1%	-2%	10%
EPAC1 agonist	7%	7%	4%	9%	0%
PLK1 PBD inh	-6%	-18%	-10%	-29%	0%&2%
PI5P4Ka inh	11	-1	-1	-4	-1
Abeta rescue	-14%	-9%	-1%	-12%	13%
IL2 activator	-2.2	-0.6	-3.1	-3.0	0.2

#26 C=CCn1c(SCC(=O)c2ccc(CNC(C)=O)o2)nc2ccccc2c1=O
#27 O=C(NCc1ccc(F)cc1)C(c1ccco1)N(C(=O)c1csnn1)c1ccccc1 (stereo not drawn)
#28 CC(C)C[C@H]1CN(CCCC[C@H]2CNC(=O)C(=O)N2CC2CCCCC2)C(=O)C(=O)N1CC1CCCCC1
#29 CCOC(=O)c1sc(NC(=O)c2cc3ccccc3o2)nc1C
#30 c1ccc(-c2cnc(-c3ccccc3)nc2)cc1

assay / compound	26	27	28	29	30
WRN helicase inh	-34%	-17%	-6%	4%	-11%
FUS suppressor	10%	-13%	16%	7%	3%
EPAC1 antag	-6%	3%	18%	12%	18%
EPAC1 agonist	9%	-6%	-11%	-11%	-2%
PLK1 PBD inh	-5%	-1%	-1%	-6%	0%
PI5P4Ka inh	2	7	0	-6	/
Abeta rescue	17%	-1%	-3%	15%	-2%
IL2 activator	-0.3	0.7	0.3	-0.5	-2.4

#31 Cc1ccc(N2C=Nc3ccc(C)c4nc(C)cc2c34)cc1
#32 Cc1cc(NC(=O)CCCC(=O)NCc2ccccc2)no1
#33 CCOC(=O)c1c(O)c2ccccc2oc1=O
#34 CCOC(=O)CN1C(=O)N(CC)C(C)=C(C(=O)OC)[C@@H]1c1ccccc1
#35 CCOc1ccccc1CN1C(=O)NC(C)(c2ccccc2)C1=O (stereo not drawn)

assay / compound	31	32	33	34	35
WRN helicase inh	-3%	-6%	-7%	1%	0%
FUS suppressor	6%	-64%	-27%	-25%	17%
EPAC1 antag	-4%	-19%	6%	4%	7%
EPAC1 agonist	9%	-14%	1%	-17%	7%
PLK1 PBD inh	-10%	-9%	-5%	-1%	-12%
PI5P4Ka inh	2	-5	7	0	0
Abeta rescue	10%	-2%	-4%	6%	13%
IL2 activator	-0.7	0.1	-0.5	-0.1	-0.9

#36 Cc1ccc(CNC(=O)CCS(=O)(=O)c2cc3c(cc2C)NC(=O)CO3)cc1
#37 COc1ccccc1CNc1cc(C)ccn1
#38 COc1cccc(-c2cc(C(=O)Nn3cnnc3)c3ccccc3n2)c1
#39 Cc1nc(N)nc(Nc2ccc(C#N)cc2)c1Br
#40 Nn1c(SCC(=O)NC2CCCCCC2)nnc1-c1ccco1

assay / compound	36	37	38	39	40
WRN helicase inh	2%	9%	-11%[57.1 µM]	1%	5%
FUS suppressor	-2%&-1%	-17%	15%	15%	-13%
EPAC1 antag	7%	-4%	3%	5%	5%
EPAC1 agonist	-8%	4%	-1%	2%	3%
PLK1 PBD inh	0%	-7%	-12%	-16%	-3%
PI5P4Ka inh	5	0	/	-5	0
Abeta rescue	-4%&-3%	-4%	-16%	-18%	9%
IL2 activator	-1.1	-1.6	-2.1	1.0	-0.5

#41 NC(=O)c1cc(S(=O)(=O)NCCc2ccccc2)cs1
#42 CCOC(=O)C(NC(=O)c1cccc(Cl)c1)(OCc1ccc(F)cc1)C(F)(F)F (stereo not drawn)
#43 Cc1[nH]nc2c1C(c1cccc(OC(=O)N3CCOCC3)c1)C(C#N)=C(N)O2 (stereo not drawn)
#44 N#CC1=C2SCN(Cc3ccco3)CN2C(=O)CC1c1cccc2ccccc12 (stereo not drawn)
#45 CCn1cc(C(=O)NCCCN2CC(C)CC(C)C2)c(=O)c2cc(S(=O)(=O)N(C)C)ccc21 (stereo not drawn)
#46 CCc1nn(CC(=O)N2CCN(c3ccc(OC)cc3)CC2)c(=O)c2cc3occc3n12

assay / compound	41	42	43	44	45	46
WRN helicase inh	3%	-18%	2%	-27%	2%	3%
FUS suppressor	-24%	25%	2%	?	0%	-4%
EPAC1 antag	9%	?	2%	-8%	-28%	-28%
EPAC1 agonist	-4%	-14%	5%	2%	-2%	4%
PLK1 PBD inh	-5%	-8%	-28%	24µM*	-1%	-8%
PI5P4Ka inh	-10	6	3	-60*	-1	-2
Abeta rescue	0%	6%	23%	16%	0%	0%
IL2 activator	0.7	-0.2	0.8	-0.5	3.1	-1.9

Looked up one by one from above (three):
#44 N#CC1=C2SCN(Cc3ccco3)CN2C(=O)CC1c1cccc2ccccc12 (stereo not drawn)
#42 CCOC(=O)C(NC(=O)c1cccc(Cl)c1)(OCc1ccc(F)cc1)C(F)(F)F (stereo not drawn)
#46 CCc1nn(CC(=O)N2CCN(c3ccc(OC)cc3)CC2)c(=O)c2cc3occc3n12

assay / compound	44	42	46
WRN helicase inh	-27%	-18%	3%
FUS suppressor	?	25%	-4%
EPAC1 antag	-8%	?	-28%
EPAC1 agonist	2%	-14%	4%
PLK1 PBD inh	24µM*	-8%	-8%
PI5P4Ka inh	-60*	6	-2
Abeta rescue	16%	6%	0%
IL2 activator	-0.5	-0.2	-1.9
